ADAM10 inh: human ADAM10 inhibitors, primary screen, biochemical, QFRET, HTS; Disintegrin and metalloproteinase domain-containing protein 10 (Homo sapiens), O14672; recombinant ADAM10, EDANS/DABCYL FRET peptide cleavage, 3 h; inhibition, % at 7 µM; actives 0.62% (n = 370,000);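 active = inhibition above a per-campaign cutoff equal to the mean of compounds falling between control-based bounds plus 3 SD, cut at about 20% in these data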;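 also: 0% = DMSO wells while the 100% control is not disclosed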
DDE Tn6 FP inh: inhibitors of Tn6 peptide binding to fibrin DD(E), primary screen, biochemical, fluorescence polarization, human fibrin, Tn6 probe; Fibrinogen beta chain (Homo sapiens), P02675; Fibrin DD(E) TRITC-Tn6 fluorescence polarization displacement; inhibition, % at 8.3 µM; actives 0.21% (n = 370,000); AID 720509, 2013;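 active = inhibition above a per-campaign cutoff: mean of compounds within control limits plus 3 SD, cut at about 15% in these data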;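 also: 0% = median of all compound wells on the plate and 100% = blocking peptide control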
ASAP1 inh: inhibitors of human ASAP1 ArfGAP activity, primary screen, biochemical, fluorescence polarization; ASAP1-stimulated ARF1 GTP hydrolysis, GDP FP detection; inhibition, % at 16.5 µM; actives 0.19% (n = 360,000); in the data active = inhibition above about 25%;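 also: 0% = vehicle with enzyme and substrate and 100% = no enzyme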
Target sequence (Q9ULH1 325-724 limits assumed): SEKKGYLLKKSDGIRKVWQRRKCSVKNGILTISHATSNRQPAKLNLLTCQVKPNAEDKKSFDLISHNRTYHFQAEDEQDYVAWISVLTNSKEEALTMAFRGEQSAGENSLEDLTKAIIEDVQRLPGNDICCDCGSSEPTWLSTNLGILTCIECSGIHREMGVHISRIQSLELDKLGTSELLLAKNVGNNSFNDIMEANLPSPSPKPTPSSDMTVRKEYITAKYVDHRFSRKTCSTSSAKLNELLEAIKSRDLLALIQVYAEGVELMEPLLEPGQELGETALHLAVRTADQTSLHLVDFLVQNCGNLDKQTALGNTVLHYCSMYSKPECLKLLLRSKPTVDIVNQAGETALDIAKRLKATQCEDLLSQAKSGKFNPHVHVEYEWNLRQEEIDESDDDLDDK
DDE Tn7 FP inh: inhibitors of Tn7 peptide binding to fibrin DD(E), primary screen, biochemical, fluorescence polarization, human fibrin, Tn7 probe; Fibrinogen beta chain (Homo sapiens), P02675; AID 720508, 2013; FP displacement of FITC-Tn7 peptide from fibrin DD(E); 0% = median of compound wells per plate; actives 0.13% (n = 370,000); inhibition, % at 8.3 µM;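 active = inhibition above the mean of compounds falling within the control limits plus 3 SD of them, cut at about 14% in these data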;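 also: 0% = plate median of compound wells and 100% = 10 µM Aha-Tn7 peptide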
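Assay system: Fibrin-DD(E) protein isolated from polymerized human fibrin clots; read-out basis: percent inhibition; medium: Tris/NaCl/CaCl2 buffer, pH 7.8; signal: FP measurement; incubation: 10 min plus 3 h, room temperature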
ADAM17 inh: ADAM17 inhibitors, primary screen, biochemical, QFRET; recombinant ADAM17, EDANS/DABCYL FRET peptide cleavage; inhibition, % at 6.95 µM; actives 0.83% (n = 370,000); AID 720648, 2013;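 active = inhibition above the mean of compounds lying between control limits plus 3 SD, set per campaign, cut at about 8.5% in these data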;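 also: 0% = DMSO-only wells as the low control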
proKLK7 act: proKLK7 zymogen activators, primary screen, biochemical, fluorescence intensity. Kallikrein-7 (Homo sapiens), P49862. purified proKLK7, EDANS-DABCYL substrate fluorescence; 100% is mature enzyme control, 0% vehicle. activation, % at 7 µM. actives 0.9% (n = 370,000). AID 652039, 2013;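 active = activation above the mean of all tested compounds plus 3 SD, computed per campaign excluding outliers beyond control limits, cut at about 13% in these data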
LEDGF integ inh: blockers of LEDGF/p75-dependent integrase strand transfer – biochemical, TR-FRET, high throughput, primary screen | TR-FRET IN-LEDGF/p75 DNA integration, Eu/Cy5 | actives 0.64% (n = 370,000) | inhibition, % at 3.7 µM | HIV-1 integrase (with human LEDGF/p75);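 active = inhibition above the screen-wide mean plus 3 SD, cut at about 13% in these data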;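 also: signal is the Cy5 over europium emission ratio at 671 and 618 nm; 0% = plate median of compound wells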
ARFGAP1 inhibitor: inhibitors of rat ARFGAP1 GAP activity, primary screen, biochemical, fluorescence polarization, GDP tracer; ADP-ribosylation factor GTPase-activating protein 1 (Rattus norvegicus), Q62848; Arfgap1-stimulated ARF1 GTP hydrolysis, GDP FP detection; inhibition, % at 16.5 µM; actives 0.26% (n = 360,000); AID 651572, 2012;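 active = inhibition above a per-plate limit, mean inhibition of low control wells plus 3 SD, cut at about 25% in these data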;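 also: 0% = DMSO wells with enzyme and 100% = wells lacking Arfgap1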
Target sequence (Q62848 1-136 limits assumed): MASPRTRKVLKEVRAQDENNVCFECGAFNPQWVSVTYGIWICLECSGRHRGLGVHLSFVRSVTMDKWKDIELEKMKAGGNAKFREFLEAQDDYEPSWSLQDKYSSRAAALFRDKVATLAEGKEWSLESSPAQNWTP
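Material: truncated rat Arfgap1 GAP domain; Incubation: compound-enzyme preincubation 20 min, reaction 120 min, detection 60 min, 25 °C; Read-out: percent inhibition of Arfgap1-stimulated GTP hydrolysis; Technique: FP, GDP Alexa 633 tracer displaced from anti-GDP antibody, 620/688 nm; Controls: No-Arfgap1 wells (100%) versus DMSO full-reaction wells (0%); Replication: single well per compound.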
TDP2 inh: human TDP2 enzyme inhibitors, primary screen, biochemical, epi absorbance, recombinant enzyme; AID 720702, 2013; actives 0.34% (n = 370,000); inhibition, % at 12.8 µM; T5PNP hydrolysis, p-nitrophenol absorbance 415 nm;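 active = inhibition above the mean of all tested compounds plus 3 SD, set per campaign, cut at about 25% in these data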;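 also: 0% = DMSO with enzyme and 100% = buffer with substrate but no TDP2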
Target sequence (O95551 whole entry, looked up): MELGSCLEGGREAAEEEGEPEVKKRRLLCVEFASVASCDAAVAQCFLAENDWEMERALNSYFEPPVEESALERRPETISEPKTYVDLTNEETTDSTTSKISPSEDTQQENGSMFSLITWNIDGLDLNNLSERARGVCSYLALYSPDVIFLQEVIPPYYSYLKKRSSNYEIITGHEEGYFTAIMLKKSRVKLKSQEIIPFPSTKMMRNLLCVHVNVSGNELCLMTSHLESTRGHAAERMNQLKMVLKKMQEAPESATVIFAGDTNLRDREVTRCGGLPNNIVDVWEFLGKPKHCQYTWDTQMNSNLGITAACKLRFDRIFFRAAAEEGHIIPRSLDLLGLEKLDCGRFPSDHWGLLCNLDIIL
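System – recombinant human TDP2 · Quantity – TDP2 enzyme at 120 nM final · Doses – single concentration, 12.8 µM nominal, with 1% DMSO · Incubation – 2 h at 37 °C · Measured by – epi absorbance of p-nitrophenol freed from T5PNP by hydrolysis · Read-out – % inhibition relative to enzyme-containing and enzyme-free wells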
PLCg1 inh: PLC-gamma1 enzyme inhibitors, primary screen, biochemical, fluorescence, purified enzyme; 1-phosphatidylinositol 4,5-bisphosphate phosphodiesterase gamma-1 (Homo sapiens), P19174; actives 0.84% (n = 370,000); fluorogenic substrate; AID 720700, 2013; inhibition, % at 12.2 µM; in the data active = inhibition above about 9.5%
An asterisk follows results filed as active; nt = not tested or not shown. An unsorted share of the library; overall some 4.2% were active at least once.

SMILES | ADAM10 inh | DDE Tn6 FP inh | ASAP1 inh | DDE Tn7 FP inh | ADAM17 inh | proKLK7 act | LEDGF integ inh | ARFGAP1 inhibitor | TDP2 inh | PLCg1 inh
C=CCNc1sc(C(=O)c2ccc(Br)s2)c(N)c1C#N | -8 | -3 | -12 | 4 | -3 | -0.9 | 0 | 7 | -23 | -5
CCCCc1nc2c(=O)[nH]c3ccccc3c2o1 | 8 | 5 | -13 | 7 | 2 | -0.3 | 2 | -13 | 6 | 2
Cc1ccc(OCCn2cnc3c(N)ncnc32)cc1 | -20 | 3 | -17 | 4 | 4 | 0.0 | -4 | -11 | -1 | -1
CCc1cc(C(=O)Nc2ccccc2)cs1 | -4 | 5 | 8 | -3 | -1 | 0.0 | -2 | 0 | 3 | -1
CCC(=O)NC(=S)Nc1ccc(NC(=O)CC)cc1 | 9 | -3 | 0 | 7 | -4 | -1.1 | -3 | 0 | 0 | 2
O[C@@H]1C[C@H](c2ccc(Cl)cc2)N(Cc2cccs2)C[C@H]1n1cc(C2CC2)nn1 | -1 | 4 | 4 | -1 | 0 | -0.2 | 3 | 0 | 5 | 0
CCCCNC(=O)c1onc(CSc2cc(C)ccc2C)c1C(=O)O | 7 | 4 | -1 | -3 | 5 | -0.2 | 2 | -9 | -13 | 2
CC(C)N1C(=O)/C(=C\c2nc3ccccc3c(=O)n2-c2ccccc2)c2ccccc21 | -9 | -4 | -14 | -6 | -2 | -0.6 | -2 | 2 | -9 | 2
COc1ccc(C2CC(=O)C(C=NCCO)=C(O)C2)cc1 (stereo not drawn) | 0 | -3 | -1 | 1 | -1 | -0.1 | 5 | 10 | 4 | -1
CCOC(=O)C1CCCN(C(=O)c2ccc(-c3ccc([N+](=O)[O-])cc3)o2)C1 (stereo not drawn) | -3 | -3 | -11 | -9 | -1 | 0.0 | 3 | -4 | -7 | -15
CCS(=O)(=O)c1ccc(C(=O)Nc2ccccc2OC)c(Cl)c1Cl | -5 | 8 | 3 | 0 | 2 | 0.2 | -1 | -4 | 0 | 5
CCCN(CCO)Cc1ccc(Cl)c(Cl)c1 | 3 | 3 | 4 | -8 | -1 | 0.2 | 4 | -2 | 9 | 2
C=CCn1c(O)c(N=NC(=O)CNC(=O)c2cccs2)c2ccccc21 | -5 | 2 | -9 | -1 | 1 | -0.3 | -1 | 0 | -2 | 2
FC(F)(F)c1cccc(NC(=S)N2CCN(c3ccccc3)CC2)c1 | -5 | 4 | -3 | -2 | 0 | 0.4 | -1 | -2 | -6 | 1
Cn1nnnc1SCc1nnc(-c2ccc(F)cc2)o1 | -1 | -3 | -3 | 2 | -2 | -0.5 | 2 | 10 | -6 | 1
Cc1ccc(C(C)C)c(OCc2ccc(C(=O)N/N=C/c3ccc(C(=O)O)cc3)cc2)c1 | -6 | 5 | -18 | 2 | -3 | 0.4 | 2 | -15 | 9 | 0
O=C(O)CCC(=O)NC(c1ccccc1)c1ccccc1 | -2 | -5 | -17 | 4 | -4 | 0.5 | -5 | 5 | 2 | 1
O=C(CSc1nnc(-c2c[nH]c3ccccc23)o1)N1CCCCC1 | -2 | -6 | 6 | -7 | -2 | 0.4 | 1 | 4 | -6 | -6
CCCCNC(=O)O[C@H]1CC[C@@]23CCCN2C(=O)CCC[C@H]3C1 | -6 | 2 | nt | -2 | 0 | nt | -1 | nt | -3 | 3
COc1cc(NS(=O)(=O)c2ccc(NC(=O)c3ccco3)cc2)nc(OC)n1 | -7 | 1 | -2 | 0 | -2 | -0.2 | -1 | 14 | -8 | -2
Cc1ccc(NC(=O)CN(C)CC(=O)Nc2ccc(N3CCOCC3)cc2)cc1F | -7 | 2 | -1 | -1 | -6 | -0.1 | 0 | -2 | -8 | 3
COc1ccc(N=C2SC(CC(=O)Nc3ccccc3)C(=O)N2CCN2CCOCC2)cc1 (stereo not drawn) | 6 | 3 | 15 | 2 | -1 | -0.3 | -1 | 10 | 6 | 0
Fc1ccc(-c2nc3c(Cl)cc(C(F)(F)F)cn3c2Cl)cc1 | 3 | 5 | -2 | 4 | -1 | 0.6 | -1 | 4 | 12 | -2
CCC(C(=O)NCCCN1CCN(C)CC1)n1nc(C)c2sc3ccccc3c2c1=O (stereo not drawn) | -23 | -5 | -5 | 0 | -12 | 0.2 | -4 | 0 | -17 | 9.6*
O=[N+]([O-])c1ccc(/C=N/Nc2cc(Cl)nc(-c3ccccc3)n2)cc1 | 1 | -4 | 9 | -10 | -4 | 0.4 | -2 | -3 | -6 | 0

Complete entries, looked up by structure:
Entry for Cn1nnnc1SCc1nnc(-c2ccc(F)cc2)o1 → ADAM10 inh: -1; DDE Tn6 FP inh: -3; ASAP1 inh: -3; DDE Tn7 FP inh: 2; ADAM17 inh: -2; proKLK7 act: -0.5; LEDGF integ inh: 2; ARFGAP1 inhibitor: 10; TDP2 inh: -6; PLCg1 inh: 1
Entry for COc1cc(NS(=O)(=O)c2ccc(NC(=O)c3ccco3)cc2)nc(OC)n1 → ADAM10 inh: -7; DDE Tn6 FP inh: 1; ASAP1 inh: -2; DDE Tn7 FP inh: 0; ADAM17 inh: -2; proKLK7 act: -0.2; LEDGF integ inh: -1; ARFGAP1 inhibitor: 14; TDP2 inh: -8; PLCg1 inh: -2

Following part.
SMILES | ADAM10 inh | DDE Tn6 FP inh | ASAP1 inh | DDE Tn7 FP inh | ADAM17 inh | proKLK7 act | LEDGF integ inh | ARFGAP1 inhibitor | TDP2 inh | PLCg1 inh
Cc1ccc(NCc2n[nH]c(=S)n2-c2cccc(Cl)c2)cc1 | 9 | -13 | 2 | -1 | 3 | -0.2 | 0 | 4 | -11 | 7
CN(C)S(=O)(=O)c1cc([N+](=O)[O-])ccc1N1CCCCCC1 | 13 | 1 | 1 | -4 | 10* | -0.1 | 0 | 4 | -27 | 10*
CS(=O)(=O)Nc1ccc(S(=O)(=O)N2CCOCC2)cc1 | -2 | 7 | -2 | 13 | -1 | -0.1 | 1 | -17 | -2 | -2
O=C(NNC(=O)c1ccco1)c1cccc([N+](=O)[O-])c1 | 3 | 7 | 2 | 7 | 0 | 0.3 | 0 | 0 | 17 | 3
Cn1nc(C(=O)NCc2cccc(Cl)c2)c2c1-c1ccccc1S(=O)(=O)C2 | 9 | -6 | -7 | -2 | -2 | 0.6 | 1 | 5 | -20 | -1
COc1cc(CNC(=O)c2ccc(Cn3nc(C)c(Cl)c3C)o2)cc(OC)c1 | 4 | 7 | 4 | 3 | 0 | 0.0 | -2 | 7 | 0 | 0
COc1ccc(NC(=S)N2CCc3ccccc3C2)cc1 | 2 | 6 | 2 | 3 | 1 | -0.5 | -2 | -1 | 5 | 2
CN1CCN(Cc2ccc(Sc3ccc(Cl)cc3)c([N+](=O)[O-])c2)CC1 | 10 | 11 | -3 | 5 | 3 | -0.3 | -4 | 1 | -15 | 2
CSCCCNC(=O)c1ccccc1OC1CCN(S(C)(=O)=O)CC1 | -1 | -1 | 3 | -2 | -3 | -0.2 | 2 | 4 | -2 | 4
COCCN(C(=O)C1=COCCO1)c1c(N)n(Cc2ccccc2)c(=O)[nH]c1=O | -1 | 8 | -6 | -1 | -2 | -1.4 | -3 | 11 | -9 | -1
CCN(C1CCCCC1)S(=O)(=O)c1ccc(S(=O)(=O)NCc2ccncc2)cc1 | 15 | 0 | 2 | -1 | 4 | 0.1 | 3 | 6 | -12 | 4
COC(=O)c1c(N)[nH]c(C(=O)c2ccccc2)c1-c1ccccc1Br | -5 | 0 | -8 | 7 | 0 | -0.5 | -3 | -1 | -1 | -13
Cc1cccc(N(Cc2cc3ccc(C)cc3[nH]c2=O)C(=O)c2ccco2)c1 | -16 | -4 | 3 | -1 | -8 | 0.2 | 0 | 4 | -3 | 0
COC(=O)c1oc2ccc(Br)cc2c1NC(C)=O | 3 | -3 | -18 | -5 | -2 | -0.6 | 3 | -7 | 7 | 2
CN(C)CCCN(C(=O)/C=C/c1cccs1)c1nc2c(F)cccc2s1 | -10 | -5 | -4 | -3 | -3 | -178 | -3 | 1 | -11 | 0
O=C(Cn1cnc2c(nnn2-c2cccc(Cl)c2)c1=O)NCc1ccccc1 | -6 | -7 | 0 | 1 | -1 | -0.2 | 1 | 10 | -4 | 0
COc1ccc(Cl)cc1NC(=O)CN(C)C(=O)c1cc2c(s1)CCCC2 | 11 | 4 | 0 | -4 | 3 | 0.3 | -2 | 3 | -3 | 1
O=C1CCc2cc(S(=O)(=O)NC(Cc3ccccc3)C(=O)N3CCN(c4ccccn4)CC3)ccc2N1 (stereo not drawn) | -17 | -2 | 12 | -1 | -3 | 0.4 | -6 | -12 | -3 | -1
O=C(NCCc1c[nH]c2ccccc12)/C(=C/c1cccnc1)NC(=O)c1ccccc1 | 2 | -6 | -3 | -1 | 0 | -0.5 | 2 | -7 | 3 | -1
Clc1ccc(CSc2nc3ccncc3[nH]2)cc1 | 3 | -6 | -1 | -6 | -1 | 0.0 | 3 | 8 | 8 | 1
CCOC(=O)c1nn(-c2ccccc2)c(C#N)c1NC(=O)c1nn(CC)cc1Br | -7 | -7 | -1 | -4 | -1 | -0.1 | -3 | 6 | -7 | 8
O=C(Nc1ccncc1)c1ccccc1F | -9 | 1 | -6 | 9 | -1 | -0.7 | -1 | -1 | 3 | 0
CC1(C)OC(=O)C2=C(C[C@@H](C3CCCCC3)O[C@@H]2c2ccc(F)cc2)O1 | 2 | -2 | -7 | 3 | 2 | -0.4 | -2 | 0 | -7 | 0
O=C(NC1CC1)c1cccc(NC(=O)C2CCCCC2)c1 | -1 | -3 | -9 | -4 | -1 | -0.5 | 2 | -2 | -12 | 5
O=C(CNC(=O)c1ccc(Br)cc1)NC1=NCCS1 | 12 | -6 | 6 | -5 | 3 | 0.2 | -2 | -5 | -7 | 2

High-throughput results from PubChem BioAssay.
